RXFP1 ag = qHTS Assay for Agonists of the Relaxin Receptor RXFP1. Relaxin receptor 1 (Homo sapiens), Q9HBX9. HEK293T-RXFP1 cAMP TR-FRET, 30 min; response scale: percent of porcine relaxin response, buffer zero. Potency, µM (highest dose often 57.5 µM), inactives show at the top dose activation, hits mostly activators. actives 0.3% (n = 370,000). AID 2676, 2010; note: potency is the fitted concentration of half-maximal effect; % is set by controls: 0 for no effect and ±100 for the full control effect; nearly all actives have a fitted effect of over 60% in size; many of its hits are not listed in these tables
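HEK293T cells stably expressing RXFP1 were pretreated with the PDE4 inhibitor Ro 20174, exposed to compounds for 30 min at 37C, lysed, and cAMP was read by TR-FRET. Data normalized to buffer (basal) and 29 nM porcine relaxin (100%).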
TRHR PAM = qHTS for Small Molecule Agonists and Allosteric Enhancers of Human TRH Receptor: Primary Screen for Enhancers; enhancement, % at 2 µM; AID 493056, 2011; actives 0.66% (n = 360,000); TRHR cells, fluo-8 calcium fluorescence, EC20 TRH enhancement; in the data active = enhancement above about 30%; note: 0% is about no effect
Target sequence (P34981 whole entry, looked up): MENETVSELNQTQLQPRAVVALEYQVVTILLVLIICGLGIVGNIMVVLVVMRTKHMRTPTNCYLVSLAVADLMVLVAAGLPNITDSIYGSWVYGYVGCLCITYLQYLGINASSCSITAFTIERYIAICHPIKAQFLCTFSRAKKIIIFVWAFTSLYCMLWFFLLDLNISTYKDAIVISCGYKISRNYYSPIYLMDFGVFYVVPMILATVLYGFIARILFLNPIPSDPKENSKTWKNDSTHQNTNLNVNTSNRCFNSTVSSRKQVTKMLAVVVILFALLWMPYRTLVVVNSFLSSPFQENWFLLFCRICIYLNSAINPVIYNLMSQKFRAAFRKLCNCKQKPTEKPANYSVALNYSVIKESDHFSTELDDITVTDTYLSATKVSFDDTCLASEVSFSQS
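Enhancer read-out: after compound pinning and an initial kinetic agonist-mode read, an EC20 of TRH (10 nM final) was injected and fluo-8 calcium signal (Ex 480/Em 530) followed at 1 s/cycle for 100 cycles in TRHR-expressing cells.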
D1 antagonist = Antagonist of Human D 1 Dopamine Receptor: qHTS; activity change, negative = inhibition, % at 10 µM; actives 3.2% (n = 360,000); HEK293 TREx D1 cells, calcium flux, dopamine EC80; hits give low values; in the data active = activity change below about -30%; note: % is set by controls: 0 for no effect and ±100 for the full control effect
Target sequence (P21728 whole entry, looked up): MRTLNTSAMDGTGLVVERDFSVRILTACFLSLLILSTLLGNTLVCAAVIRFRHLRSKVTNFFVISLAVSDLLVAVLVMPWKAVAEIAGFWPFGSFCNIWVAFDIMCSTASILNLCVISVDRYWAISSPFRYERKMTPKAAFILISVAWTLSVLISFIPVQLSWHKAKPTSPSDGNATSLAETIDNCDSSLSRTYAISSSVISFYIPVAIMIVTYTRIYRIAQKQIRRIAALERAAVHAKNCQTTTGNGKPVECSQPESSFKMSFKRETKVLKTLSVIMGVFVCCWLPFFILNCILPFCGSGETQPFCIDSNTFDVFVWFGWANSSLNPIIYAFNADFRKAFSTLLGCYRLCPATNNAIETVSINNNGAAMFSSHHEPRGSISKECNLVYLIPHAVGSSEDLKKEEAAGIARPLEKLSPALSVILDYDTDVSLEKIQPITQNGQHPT
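Tetracycline-induced HEK293 Trex D1 cells, force-coupled to calcium, dye-loaded; compounds added and read 180 s, then EC80 dopamine added and calcium flux tracked kinetically another 180 s.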
D1 PAM = Potentiators of Human D1 Dopamine Receptor: qHTS | D(1A) dopamine receptor (Homo sapiens), P21728 | HEK293 TREx D1 cells, calcium flux, dopamine EC20 potentiation | potentiation, % at 10 µM | actives 0.036% (n = 360,000); in the data active = potentiation above about 30%; note: 0% is about no effect
Anesthetic bind = qHTS Assay for Identification of Novel General Anesthetics; AID 485281, 2010; Potency, µM (highest dose often 77.5 µM), without a hit: top-dose activity change, negative = displacement, most hits filed as inhibitors; actives 0.074% (n = 350,000); apoferritin/1-aminoanthracene competitive binding, fluorescence; note: potency is the fitted concentration of half-maximal effect; % is set by controls: 0 for no effect and ±100 for the full control effect; nearly all actives have a fitted effect of over 20% in size
Target sequence (P02791 2-175 limits assumed): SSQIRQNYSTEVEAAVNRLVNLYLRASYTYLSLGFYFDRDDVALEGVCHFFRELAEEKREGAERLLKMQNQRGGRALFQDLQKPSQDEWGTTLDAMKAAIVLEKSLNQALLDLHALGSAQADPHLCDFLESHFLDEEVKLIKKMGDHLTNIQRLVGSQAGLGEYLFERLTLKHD
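10 uM apoferritin + 50% sat. 1-AMA, PBS; cpd 10 min RT; Ex380/Em535 endpoint; normalized to free probe vs complex; 4-param Hill fit; propofol titration as pos. ctrl.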
D2 potentiator = HTS Assay for Positive Allosteric Modulators of the Human D2 Dopamine Receptor: Primary Screen for Potentiators; potentiation, % at 10 µM; actives 0.34% (n = 340,000); HEK293 T-REx D2, calcium flux, EC20 dopamine potentiation;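 active = potentiation over 3 SD above the plate norm, cut at about 30% in these data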; note: 0% is about no effect
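Potentiation of an EC20 dopamine calcium response measured kinetically over 180 s, after a preceding 180 s compound-only read flagging agonists. Cells: inducible Hek293 Trex D2 line, 4000/well, cultured overnight at 30 C before dye loading.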
RXFP1 antagonist = qHTS Assay for Antagonists of the Relaxin Receptor RXFP1; Relaxin receptor 1 (Homo sapiens), Q9HBX9; HEK293-RXFP1, relaxin-stimulated cAMP HTRF, 30 min; hits give low values; activity change, negative = inhibition, % at 57.5 µM; actives 0.59% (n = 350,000);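 active = activity change of -60% or lower, but not beyond a set lower limit; inconclusive = change between -60% and -40%, or beyond the set limit; inactive = change above -40%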; note: % is set by controls: 0 for no effect and ±100 for the full control effect
D1 agonist = Allosteric Agonists of the Human D1 Dopamine Receptor: qHTS | D(1A) dopamine receptor (Homo sapiens), P21728 | activation, % at 2 µM | actives 1% (n = 360,000) | AID 504660, 2011 | HEK293 T-REx D1 cells, calcium flux, agonist mode; in the data active = activation above about 30%; note: 0% is about no effect
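Inducible HEK293 T-REx D1 cells, force-coupled to calcium signalling, were plated at 4000 cells/well with tetracycline and held overnight at 30 C. After no-wash calcium dye loading, compound-evoked calcium rise over 180 s flagged agonists.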
TRHR agonist = qHTS for Small Molecule Agonists and Allosteric Enhancers of Human TRH Receptor: Primary Screen for Agonists | TRHR cells, calcium flux fluo-8, FDSS agonist mode | AID 493084, 2011 | actives 0.18% (n = 360,000) | activation, % at 2 µM | Thyrotropin-releasing hormone receptor (Homo sapiens), P34981; in the data active = activation above about 30%; note: 0% is about no effect
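Agonist-mode FDSS calcium read (Ex 480/Em 530, 1 s cycles) in 1536-well TRHR cells with fluo-8 dye, after 10-cycle baseline and 23 nL compound addition; TRH at EC20 (10 nM final) added afterwards for the enhancer phase.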
Numbers without * were called inactive; ? = inconclusive; . = not tested or not shown; & = joins results of further samples; ! = a repeat was not active; [ ] = another dose, or the depositor's remark. Unless noted, calls come from the whole dose curve; as a rule, active = well fitted curve in the direction sought with a large enough effect; inconclusive = small, poorly fitted or top-dose-only effect, or another doubt; inactive = no such curve, though single readings can be large; an effect the other way counts as inactive or inconclusive. This is a subset; count on the stated rates, not on these rows.

Below each SMILES: RXFP1 ag, TRHR PAM, D1 antagonist, D1 PAM, Anesthetic bind, D2 potentiator, RXFP1 antagonist, D1 agonist, TRHR agonist
- CCCCNC(=O)c1cc(C)nc2ccccc12
    3.1%, -6, 2, -4, -9%, -6, -4, 1, -0.1
- O=C(COC(=O)/C=C/c1ccccc1[N+](=O)[O-])NCC(F)(F)F
    2.6%, -8, 11, 3, -11%, 0, 8, 1, -0.4
- CC(=O)NC(Cc1cccc(F)c1)C(=O)NC1CCN(C(=O)c2cccc(C)c2)CC1 (stereo unspecified)
    -0.1%, -1, -6, 0, -13%, 0, 2, 2, -0.1
- O=C(CCl)NNc1cccc(Cl)n1
    2.5%, -3, 22, 1, -12%, -6, 2, 0, -0.2
- O=C(NCc1ccncc1)c1ccccc1Nc1ccc(SC(F)F)cc1
    -0.1%, 13, 3, -11, 8%, 16, -35, 1, -0.1
- Cc1ccc(NC(=O)c2cc(-c3ccccc3)n[nH]2)cc1
    0.6%, -4, 39, -3, -2%, -1, 4, 1, -0.3
- COc1ccc(NC(=S)NC(=O)c2csnn2)cc1
    -0.2%, -4, -9, -2, -9%, 3, -13, 1, -0.8
- Cc1c(C(=O)N(C)C2CCCCC2)sc2ncnc(N3CCN(c4ccccc4F)CC3)c12
    4.3%, -14, -23, 2, -15%, 3, -13, 5, -0.1
- O=c1c(F)cn(C2CCCO2)c(=O)n1Cc1ccccc1F (stereo unspecified)
    0.1%, 1, -4, -2, -5%, ., -5, 1, 0.0
- Cc1ccc(S(=O)(=O)N2CCN(C(C)C(=O)N3CCCc4ccccc43)CC2)cc1 (stereo unspecified)
    3.7%, 3, -28, -4, -23%, 15, -11, 7, -0.9
- Cc1cccc(Nc2nc3c(S(=O)(=O)c4ccccc4)nnn3c3ccccc23)c1
    0.0%, 0, -5, -1, -4%, 3, 3, 2, -0.2
- Cc1cc(C)cc(-n2cnc3cc(C(=O)NCCc4ccccc4)ccc32)c1
    0.6%, 9, 3, -2, 43%[activator], 10, 3, 2, 0.3
- COc1ccc(-n2c(=O)c3c4c(sc3n(Cc3cccc(F)c3)c2=O)CN(C(C)=O)CC4)c(OC)c1
    0.3%, 11, -15, 0, -12%, -7, ., 4, 0.0
- CCSc1nnc(NC(=O)c2cc(OC)c(OC)c(OC)c2)s1
    2.5%, 2, 2, -3, -12%, -6, 2, 0, 0.0
- COc1cc(C(CC(=O)Nc2ccccn2)N2Cc3ccccc3C2=O)cc(OC)c1OC (stereo unspecified)
    0.3%, -8, 0, 7, 2%, ., 3, 2, -0.2
- CCCNC(=O)C(=O)c1cccn1-c1ccsc1C(=O)OC
    0.2%, -3, 8, 5, -11%, 2, 2, 3, -0.3
- Cc1cc(C)nc(N/C(=N/S(=O)(=O)Cc2ccccc2)Nc2ccccc2)n1
    3.6%, 4, 4, 3, -3%, 15, 1, -1, -0.9
- Cc1ccc(-c2csc(NC(=O)c3cccc(S(=O)(=O)N4CCN(C)CC4)c3)n2)cc1
    0.7%, -5, -13, -11, ?, -5, 10, 7, 0.1
- NC(=O)[C@@H]1CCCNc2c(F)cc([N+](=O)[O-])cc2C(=O)N[C@@H](CO)C(=O)NCC(=O)N1
    2.1%, 4, 19, -3, -10%, 3, ., -2, 0.1
- CCN(CC)c1ccc2cc(-c3nc(-c4ccc(Cl)cc4Cl)cs3)c(=O)oc2c1
    ?, 0, 22, -2, 4%, 1, -2, 119*, 22
- CCN(CC)S(=O)(=O)c1ccc2c(c1)N(CC(=O)Nc1ccc(C)cc1C)C(=O)C1CCCN21 (stereo unspecified)
    -1.0%, -1, -17, -4, -4%, ., -9, 3, -0.1
- CC1CCN(C(=O)Cn2c(=O)oc3cc(S(=O)(=O)N4CCCCC4)ccc32)CC1
    1.6%&-0.7%, 0&-3, -10&-2, 48*!, -4%&-8%, 7&8, 10, 2&2, 0.2&0.0
- C=CCn1cc(/C=C/c2cc[n+](C)cc2)c2ccccc21
    -4.1%, 0, 1, -5, 95%[activator], -2, 1, 38*, 6.0
- COc1ccc(C(=O)Nc2nc(-c3cccs3)cs2)cc1
    1.2%, 3, -21, -9, -1%, -3, ., 3, -0.5
- CCC(C)c1ccc(C2C3=C(Nc4nc(N)[nH]c(=O)c42)c2ccccc2C3=O)cc1 (stereo unspecified)
    -0.6%, 0, 12, 0, 4%, 3, -1, -1, 0.1
- Cc1ccc(NC(=O)C2CCN(S(=O)(=O)c3ccc4[nH]c5c(c4c3)CCCCC5)CC2)cc1
    -0.6%, 4, -20, -3, -8%, 2, -22, 3, 0.0
- Cc1c(NC(=S)NC(=O)c2cc3ccccc3o2)c(=O)n(-c2ccccc2)n1C
    2.7%, 0, 0, 3, 0%, -3, 5, 0, 1.2
- Cc1ccc(C)c(C(=O)CN2Cc3ccccc3C2=O)c1
    1.1%, -3, 3, -4, -11%, -2, 14, 1, -0.6
- CCCCC(=O)Nc1ccc(C(=O)NNC(=O)c2ccc(C)c(Br)c2)cc1
    -0.9%, -1, -15, -4, 4%, -4, -24, 4, -0.9
- COc1cccc(CSc2nc3ccccc3cc2C=O)c1
    ?, 4, 1, 3, ?, -11, -7, 16, 2.3
- CCOC(=O)CSc1nc(C)c(Oc2ccc(Cl)cc2Cl)c(=O)[nH]1
    2.0%, 7, -5, 13, -4%, 6, -14, 1, -0.3
- OCC1(Cc2ccccc2)CCN(Cc2ccc(C(F)(F)F)cc2)CC1
    0.1%, -4, 5, 4, -15%, -2, -9, 8, 4.8
- Cc1cc(C(=O)CN2C(=O)C(=O)N(Cc3ccccc3)C2=O)c(C)n1Cc1ccc(F)cc1
    0.8%, -6, -5, ., ., 4, -2, 10, 0.3
- Cc1ccn2c(NC3CCCCC3)c(C(C)C)nc2c1
    2.9%, 8, 3, -2, -12%, 6, 0, -2, -0.3
- Cc1ccccc1C(=O)NC(=O)Nc1ccc(-n2nc(C(F)(F)F)cc2C(F)(F)F)cc1
    -5.3%, 6, 2, -4, -1%, 19, ., 0, 2.9
- COc1cc(N2C(=O)CC3(CCCC3)CC2=O)cc(OC)c1OC
    0.7%, 5, 16, -9, -8%, -8, -3, 2, 0.1
- O=C(Nc1cccc(C(=O)N2CCOCC2)c1)c1ncn[nH]1
    2.1%, 13, 0, -4, -8%, 12, 3, 2, 0.3
- CN(Cc1ccccc1)Cc1nc2c(c(=O)n(C)c(=O)n2C)n1Cc1ccccc1Cl
    1.2%, -2, -7, -4, -12%, -6, -15, 2, -0.4
- COc1cc2c(cc1OC)C(c1cccs1)N(C(=O)c1ccncc1)CC2 (stereo unspecified)
    -0.8%, -7, 13, -4, 2%, 6, -16, 11, -0.5
- O=C(Cc1ccccc1)N1CCN=C1SCc1ccc([N+](=O)[O-])cc1
    -2.2%, -8, 2, -1, ?, -4, 20, 0, -0.1
- COc1ccccc1Nc1nc2nonc2nc1N1CCCCC1C (stereo unspecified)
    0.4%, -1, -11, -3, 46%[activator], 4, -3, 5, 0.6
- O=C1C2C3C=CC(C3)C2C(=O)N1Nc1c(Cl)cc(Cl)cc1Cl (stereo unspecified)
    -0.3%, -4, 10, -5, ?, -5, 2, -1, 1.3
- C=C1CCC[C@]2(C)C[C@H]3OC(=O)C(CNC(C)CC)[C@H]3CC12 (stereo partly specified)
    1.8%, 1, 6, 9, 8%, -1, 7, 3, 0.3
- CCNc1oc(-c2ccccc2F)nc1S(=O)(=O)c1ccccc1
    -2.1%, -1, 4, 1, -3%, 3, -38, 2, -0.7
- CCCNC(=O)c1cccc(Br)c1
    3.9%, 7, 10, 4, -5%, 5, -4, 7, 0.6
- CCOc1ccc(NC(=O)C2CCN(c3nnnn3-c3ccccc3)CC2)cc1
    -4.9%, 4, -2, -6, -7%, -3, -5, -1, -0.5
- CC1CCCN(c2ccc(F)cc2N)C1 (stereo unspecified)
    1.0%, -1, 2, 4, ?, -4, -4, 3, 0.1
- COC(=O)c1c(NC(C)=O)sc(C(=O)Nc2ccccc2C)c1C
    ?, 0, -16, -6, -6%, 5, -7, 1, -0.4
- COC(=O)N/N=C/c1ccc(-c2cc(Cl)cc(Cl)c2)o1
    0.7%, 3, -25, -4, ?, -10, ., -1, -0.1
- COc1ccc(N(CC(=O)NN=C2CCN(C)CC2)S(=O)(=O)c2ccccc2)c(OC)c1
    1.0%, 41*, -7, 2, 2%, -2, -10, -4, -0.2

Further records:
Below each SMILES: RXFP1 ag, TRHR PAM, D1 antagonist, D1 PAM, Anesthetic bind, D2 potentiator, RXFP1 antagonist, D1 agonist, TRHR agonist
- CN(Cc1ccccc1)C(=O)c1ccc(NC(=O)Cc2cccc(NC(=O)C3CCN(C(=O)C4CCCCC4)CC3)c2)cc1
    1.4%, 0, -5, 2, ., 0, ., 1, 0.6
- O=C(NNC(=O)c1ccco1)c1csc(N2CCOCC2)n1
    -0.4%, 4, -2, 0, ., 4, 6, 0, 0.7
- Cc1nc2c3cc(F)ccc3n(Cc3ccc(F)cc3)c2s1
    0.1%, -3, 4, -1, -4%, -8, -16, 0, 0.2
- COc1ccc(-n2c(=O)c3c4c(sc3n3c(=S)[nH]nc23)COC(C(C)C)C4)cc1 (stereo unspecified)
    0.4%, 0, 3, 0, -9%, 9, 4, 1, 0.1
- CCCNC(=O)CCC(=O)N1Cc2cccc(OC)c2Oc2ncccc21
    0.6%, -8, -4, -3, 9%, -3, 5, 2, 8.9
- COc1ccccc1Nc1nc(-c2sc(NC(=O)C(C)(C)C)nc2C)cs1
    0.6%, 6, -6, -4, ?, 10, ., 1, -0.2
- O=C(c1ccco1)N1CCN(c2ncccn2)CC1
    3.5%, 4, -15, 0, 0%, -21, 1, 2, 0.7
- Cc1ccsc1C(=O)N(C)C1CCS(=O)(=O)C1 (stereo unspecified)
    -2.2%, 4, 0, -3, ., -5, -2, 3, 0.3
